# Bioassay records (PubChem BioAssay)
# TDP1 cell noCPT – qHTS for Inhibitors of human tyrosyl-DNA phosphodiesterase 1 (TDP1): qHTS in cells in absence of CPT; AID 686978, 2013; Potency, µM (top dose mostly 46.2 µM), for inactives: top-dose activity change, negative = growth inhibition, actives largely listed as inhibitors; hit rate 15% among 420,000; DT40 Tdp1-/- hTDP1 cells, no CPT, ATP luminescence, 48 h; also: nearly all actives have a fitted effect of over 55% in size
#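 Compound effects on proliferation are scored in DT40 Tdp1-/-;hTDP1 cells in the absence of CPT. ATP levels (CellTiter-Glo luminescence) are recorded after a ≥48 hr, 37 °C incubation.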
# TDP1 inh – blocks human tyrosyl-DNA phosphodiesterase 1. recombinant TDP1, AlphaScreen DNA substrate cleavage. Potency, µM (top dose mostly 130 µM), inactives show at the highest dose activity change, negative = inhibition, most hits filed as inhibitors. hit rate 0.28% among 350,000. AID 485290; also: nearly all actives have a fitted effect of over 40% in size
# Target sequence (Q9NUW8 whole entry, looked up): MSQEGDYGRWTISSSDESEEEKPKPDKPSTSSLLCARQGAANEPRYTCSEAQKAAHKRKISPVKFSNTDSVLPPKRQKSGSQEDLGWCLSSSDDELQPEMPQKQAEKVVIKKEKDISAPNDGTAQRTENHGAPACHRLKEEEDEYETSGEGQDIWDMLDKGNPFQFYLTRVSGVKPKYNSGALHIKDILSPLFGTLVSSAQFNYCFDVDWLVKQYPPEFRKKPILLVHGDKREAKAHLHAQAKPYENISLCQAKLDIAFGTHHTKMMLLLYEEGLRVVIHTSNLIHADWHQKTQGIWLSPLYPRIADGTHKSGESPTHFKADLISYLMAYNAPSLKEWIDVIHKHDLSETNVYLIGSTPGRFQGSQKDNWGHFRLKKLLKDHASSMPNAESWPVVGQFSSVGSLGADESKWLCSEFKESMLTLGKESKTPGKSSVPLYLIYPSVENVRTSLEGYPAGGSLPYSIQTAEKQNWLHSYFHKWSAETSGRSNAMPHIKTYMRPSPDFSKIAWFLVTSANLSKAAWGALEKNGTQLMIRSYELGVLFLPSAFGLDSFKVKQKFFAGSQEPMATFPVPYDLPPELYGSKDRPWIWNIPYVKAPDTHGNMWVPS
#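 Recombinant E. coli-expressed Tdp1 (1 nM) preincubated with compound 15 min at RT, then 5'-biotin/3'-phosphotyrosine-FITC DNA substrate (15 nM) added for 5 min. AlphaScreen beads (10 ug/ml) added, 10 min RT; tyrosine-FITC cleavage read as signal loss.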
# N370S GC mod – N370S glucocerebrosidase modulation, Gaucher chaperone candidate; hit rate 0.092% among 330,000; N370S GC spleen homogenate, 4MU-glucoside fluorescence; P04062; Potency, µM (series often up to 59.4 µM), inactives show top-dose activity change, negative = inhibition, actives largely listed as inhibitors; AID 2101;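 also: 0% = full enzyme activity and -100% = no enzyme basal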
# Starred values were filed as active, the others as inactive; ? = inconclusive; . = not tested or not shown; & = joins results of further samples; [ ] = dose if it differs, or a comment. Calls follow the shape of the dose curve; as a rule, active = well fitted curve in the direction sought with a large enough effect; inconclusive = small, poorly fitted or top-dose-only effect, or another doubt; inactive = no such curve, though single readings can be large; an effect the other way counts as inactive or inconclusive. Unless noted, % is scaled to controls: 0 for no effect and ±100 for the full control effect; potency is read from the fitted curve at half-maximal effect. Only part of the results is shown; the hit share may differ from the screen's.
mol	N370S GC mod	TDP1 cell noCPT	TDP1 inh
O=C(COC(=O)CC(c1ccccc1)c1ccccc1)Nc1cccc(F)c1	-1%	-29%	-5%
CCc1ccc(-c2cc(C)no2)cc1S(=O)(=O)N1CCN(c2ccccc2)CC1	5%	?	4%
Cc1cccc(-n2ccc(=O)c(C(=O)Nc3ccc(S(=O)(=O)Nc4onc(C)c4C)cc3)n2)c1	-2%	-11%	5%
CCOc1cc(N2CCOCC2)c(OCC)cc1NC(=O)c1nc2nc(C)cc(C)n2n1	10%	23µM*	1%
CC(C)Oc1ccc(C(CCNCc2ccc(O)cc2)c2ccccc2)cc1 (stereo not given)	?	4.1µM*	.
Cc1ccccc1N(C)S(=O)(=O)c1ccc2[nH]cc(C(=O)NCC3CCCO3)c(=O)c2c1 (stereo not given)	5%	?	7%
Cn1cnc(S(=O)(=O)Nc2ccc(OC(F)(F)F)cc2)c1	-9%	0%	-2%
COc1cc([N+](=O)[O-])ccc1N	6%	-8%	0%
CC1CN(S(=O)(=O)c2cc(C(=O)N(C)Cc3cccs3)ccc2Cl)CC(C)O1 (stereo not given)	.	?	1%
O=C(O)c1ccc(NCCC2=CCCCC2)c([N+](=O)[O-])c1	26%	0%	6%
CC1=NN(c2ccc(C)cc2)C(=O)/C1=C/c1ccc(-c2cc([N+](=O)[O-])ccc2O)o1	-8%	?	.
O=C1CCc2cc(S(=O)(=O)Nc3ccccc3)cc3c2N1CCC3	7%	-22%	.
OCc1cn(-c2ccccc2)nc1-c1cccnc1	2%	-5%	0%
CCCCc1nc2cc(C(=O)N3CCCC(COC)C3)ccc2o1 (stereo not given)	-1%	?	3%[56.1 µM]
Cc1cc(S(=O)(=O)ON2C(=O)c3ccccc3C2=O)ccc1F	-11%	2.1µM*	-13%
O=C(COC(=O)C1=COCCO1)NCc1ccc(F)cc1	0%	17%	2%
Cc1ccc(NC(=O)C(C)Sc2nnc(-c3cccnc3)o2)cc1 (stereo not given)	9%	-2%	2%
CC(C)C1COc2cc3oc(=O)ccc3cc2O1 (stereo not given)	-5%	-10%	-7%[56.1 µM]
COc1ccc2c(c1)-c1c(ssc1=S)C(C)(C)N2S(=O)(=O)c1ccc(C)cc1	-21%	5.2µM*	11%
Fc1ccc(COc2ccccc2CNCc2ccncc2)cc1	-12%	26µM*	3%
CN1CCN(c2nc(Nc3cccc(C(F)(F)F)c3)nc(N3CCOCC3)n2)CC1	-16%	?	5%
Oc1ccc(NCc2ccc(OCc3ccccc3)cc2)cc1	2%	12µM*	8%
Cc1ccc(NC(=O)CN2C(=O)S/C(=C\c3cc(C)n(-c4cccc(C(=O)O)c4)c3C)C2=O)cc1	-8%	4%	3%
CCCCOc1ccc(NC(=O)CSc2cccc3cccnc23)cc1	?	?	1%
Cc1c(OC(C)C(=O)NCc2ccncc2)ccc2c3c(c(=O)oc12)CCCC3 (stereo not given)	-9%	?	8%
CCOC(=O)C(C(=O)NCc1ccc(C)cc1)c1ncc(C(F)(F)F)cc1Cl (stereo not given)	0%	?	-1%
CCCN(C(=O)c1cc2c(s1)-c1ccccc1SC2)c1ccccc1F	.	16µM*	-10%
COc1cc2c(C#N)c(N3CCN(c4ccccc4OC)CC3)nc(N)c2c(N)n1	-17%	-114%	8%
O=C1CC(N2CCc3ccccc32)C(=O)N1c1ccccc1 (stereo not given)	3%	0%	.
COc1cc(/C=C2\SC(=O)N(CCNC(=O)c3sc4cc(F)ccc4c3Cl)C2=O)cc(OC)c1OC	-4%	?	.
COC(CN1CCc2c(C)nc3c(C#N)cnn3c21)OC	4%	-14%	5%
CC(=O)c1ccc(NC(=O)c2ccc3c(=O)n4c(nc3c2)CCCCC4)cc1	-3%	?	2%
Cc1cccc(CS(=O)(=O)c2ncc(Cl)c(C(=O)Nc3nc4ccc(F)cc4s3)n2)c1	.	2.3µM*	-2%
Cc1ccccc1CNCc1c(C(=O)O)c(C)n(Cc2ccc(F)cc2Cl)c1C	.	-19%	8%
CCOC(=O)CSc1nnc(CNC(=O)c2cccs2)n1Cc1ccccc1	4%	-3%	-2%
Cc1ccccc1NC(=O)COC(=O)CCSc1ccccc1	7%	-23%	5%
CCOC(=O)c1sc(NC(=O)c2ccc(S(=O)(=O)N(C)C)cc2)nc1C	6%	-12%	2%
CCOc1ccccc1/C=N/NC(=O)CSc1n[nH]c(=O)[nH]c1=O	4%	1%	-4%
CCC1CCC2(CC1)NC(=O)N(CC(=O)c1c(C)[nH]c3ccccc13)C2=O (stereo not given)	1%	-5%	-3%
Cc1cc(C(=O)Nc2ccc(Cl)cc2)c(C)n1Cc1cccs1	?	8.2µM*	5%
COc1ccc(OC)c(NC(=O)CNC(c2ccccc2)c2ccccc2)c1	10%	?	.
COc1ccc2c(c1)c1nc3ccccc3nc1n2Cc1ccc(OC(C)C)c(OC)c1	1%	?	-3%
CCOC(=O)c1sc2ncnc(N3CCN(C(=O)OCC)CC3)c2c1C	-1%	?	3%
C/C(=N\Nc1cccc2cccnc12)c1ccc(N)cc1	-25%	18%	8%
Cc1ccc(NC(=O)N(Cc2cn(C)c3ccccc23)C2CCCCC2)cc1C	.	5.2µM*	2%
COc1ccc(NC(=O)CN(C)C(=O)CCC2CCCC2)cc1	-7%	-5%	0%
O=C(Nc1ccccc1)c1cccnc1NCCc1ccccc1	2%	16µM*	.
COc1ccc(NC(=O)c2nc(-c3ccc(C)cc3)n3c2CCCCC3)cc1	.	16µM*	-3%
COc1ccc(-c2cc(N3C(=O)Nc4ccccc4N3O)n[nH]2)cc1OC	3%	-2%	3%
COc1ccc(C(=O)Nc2ccc(-c3nnn(CC(=O)NCc4ccco4)n3)cc2)cc1	-4%	?	.

# Reprinted at random: six records from the list
mol	N370S GC mod	TDP1 cell noCPT	TDP1 inh
COc1ccc(NC(=O)CN(C)C(=O)CCC2CCCC2)cc1	-7%	-5%	0%
CC(=O)c1ccc(NC(=O)c2ccc3c(=O)n4c(nc3c2)CCCCC4)cc1	-3%	?	2%
CCOC(=O)c1sc(NC(=O)c2ccc(S(=O)(=O)N(C)C)cc2)nc1C	6%	-12%	2%
COc1ccc2c(c1)c1nc3ccccc3nc1n2Cc1ccc(OC(C)C)c(OC)c1	1%	?	-3%
CCOC(=O)C(C(=O)NCc1ccc(C)cc1)c1ncc(C(F)(F)F)cc1Cl (stereo not given)	0%	?	-1%
Cc1ccccc1NC(=O)COC(=O)CCSc1ccccc1	7%	-23%	5%

# Continuation.
mol	N370S GC mod	TDP1 cell noCPT	TDP1 inh
CN1CCC(N(CCc2ccccc2)C(=O)CCC(=O)O)CC1	-15%	-10%	.
CC(C)OCCCNC(=O)CCN1C(=O)COc2ccccc21	-16%	-21%	7%
CCOC(=O)NNC1CC(=O)N(c2ccc(OC)cc2)C1=O (stereo not given)	3%	-5%	6%
S=C(Nc1ccccc1)Nc1ccc(Br)cc1	7%	21µM*	-8%
Cn1c(=O)n(C)c2cc(N3CCOCC3)c(NS(=O)(=O)c3ccc(Cl)cc3)cc21	.	13µM*	8%
COc1ccc(NC(=O)C2C(c3ccccc3)C2(Cl)Cl)c(OC)c1 (stereo not given)	-3%	?	4%
O=C(COC(=O)Cc1ccccc1[N+](=O)[O-])NCc1ccc(Cl)cc1	5%	7%	0%
COc1ccc(CNC(=O)C(=O)NCC2OCCN2S(=O)(=O)c2ccc3c(c2)OCCO3)cc1 (stereo not given)	?	?	5%
CN(Cc1ccccc1)C(=O)Cc1ccccc1	0%	?	.
O=C(N/N=C/c1cccnc1)c1ccccc1	-5%	3%	.
CC(=O)NN1CCc2cc3ccc(C)cc3nc21	-4%	7%	.
CC(C)N(Cc1ccccc1)C(=O)CN1C(=O)CSc2ccc(S(=O)(=O)N3CCCC3)cc21	.	-82%	3%
O=S(=O)(c1ccccc1)c1cccc(S(=O)(=O)N2CCCCC2)c1	0%	?	6%
CCn1c(SCC(=O)c2ccc(OC)cc2)nnc1C(C)NC(=O)c1ccc(OC)cc1 (stereo not given)	10%	-27%	4%
COc1ccc(C2C(C(=O)Nc3ccccn3)=C(C)Nc3ncnn32)c(OC)c1 (stereo not given)	1%	-5%	-1%
CCn1nnnc1Oc1ccc(Cl)cc1	-1%	-9%	5%
CC[N+](C)(CC)CC(=O)OCC1C(C)C=C(C)CC1C (stereo not given)	-3%	8.2µM*	.
Cc1c(C(=O)OCC(=O)N(CC(C)C)c2c(N)n(Cc3ccccc3)c(=O)[nH]c2=O)oc2ccccc12	-2%	?	-11%[0.505 µM]
CC(C)C(=O)N1CCN(c2c(Cl)cccc2[N+](=O)[O-])CC1	-7%	?	6%
CC(c1ccco1)N(C(=O)c1cccc(S(=O)(=O)N(C)C)c1)c1ccccn1 (stereo not given)	-4%	?	5%
CC(OC(=O)c1ccc(Cl)nc1)C(=O)NC1CCCC1 (stereo not given)	.	-13%	-3%
CCOCCCNC(=O)N[C@H](C(=O)OC)C(C)CC (stereo not given in full)	6%	-1%	3%
N#Cc1ccc(C(=O)N(Cc2ccccc2)c2ccccc2)cc1	-5%	-20%	5%
COC(=O)c1ccccc1NC(=O)c1cc[n+]([O-])cc1	0%	7%	1%
CC(NC(=O)c1ccco1)C(=O)N1CCN(c2cccc(C(F)(F)F)c2)CC1 (stereo not given)	.	10µM*	-1%

# Single records, as listed above:
# Listed for CCOC(=O)NNC1CC(=O)N(c2ccc(OC)cc2)C1=O (stereo not given) : N370S GC mod = 3%; TDP1 cell noCPT = -5%; TDP1 inh = 6%
# Listed for CCOCCCNC(=O)N[C@H](C(=O)OC)C(C)CC (stereo not given in full) : N370S GC mod = 6%; TDP1 cell noCPT = -1%; TDP1 inh = 3%

# Continued.
mol	N370S GC mod	TDP1 cell noCPT	TDP1 inh
COc1ccc(C(=O)NCC(=O)OCc2ccccc2F)cc1	-5%	-7%	8%
O=C(CN1C(=O)NC2(CCc3ccccc3C2)C1=O)NCc1ccco1 (stereo not given)	-15%	3%	0%
CSc1ccc(CN2CCN(C(C)C)C(CCO)C2)cc1 (stereo not given)	-1%	0%	.
CCCC(=O)Nc1cc(OC)c(NC(=O)NC2CCCCC2)cc1OC	1%	-16%	6%
CN(C(=O)CSc1nncn1-c1ccccc1)c1ccccc1	-1%	-1%	10%
COc1ccc(C(=O)NCC(=O)N2CCC(C)CC2)cc1OC	-8%	-7%	4%
CC(=O)N1c2ccccc2NC(=O)C1(C)C	-13%	-18%	-1%
Cc1ccc(-c2nonc2NC(=O)c2ccco2)cc1C	.	?	9%
Cc1ccc2nc(-c3cccnc3)oc2c1	1%	-26%&-17%	-2%&1%
Cc1ccc(C(=O)O)cc1N1C(=O)c2cccc3cc(Br)cc(c23)C1=O	0%	-28%	5%
CCOc1ccc(NS(=O)(=O)c2ccc3[nH]cc(C(=O)N(C)C4CCCCC4)c(=O)c3c2)cc1	.	-8%	-4%
NC(=NC(=O)c1ccc(OCC(F)(F)F)nc1)c1ccccc1	?	?	.
COc1ccc(CCNc2cc(-c3ccccc3)nc3ncnn23)cc1	8%	?	4%
Cc1csc(-c2coc3cc(O)cc(C)c3c2=O)n1	-11%	?	-2%
O=C(COC(=O)/C=C/c1ccc([N+](=O)[O-])cc1)NNC(=O)c1ccccc1	.	15%	0%
CCOC(=O)C1=C(C)N(C[C@@H]2CC[C@@H](Cc3ccc(-c4ccccc4)cc3)O2)C(=O)NC1c1ccc(Cl)cc1 (stereo not given in full)	.	21µM*	1%[56.1 µM]
O=C(NCCCN1CCCC1=O)C1CCN(S(=O)(=O)c2ccccc2)CC1	.	-5%	0%
CCCS(=O)(=O)c1c(S(=O)(=O)CCC)c2ccc(C(C)=O)cn2c1C(=O)OC	0%	-7%	3%
O=C(CCc1nc(-c2ccccc2F)no1)Nc1cccnc1	-10%	2%	1%
CCOc1ccccc1NC(=O)C1CCCN(S(=O)(=O)c2cn(C)cn2)C1 (stereo not given)	.	-7%	-4%
CCCCN(C(=O)Cn1nnc2ccccc21)C(C(=O)NCc1ccco1)c1ccncc1 (stereo not given)	-4%	-3%	7%
Cc1c(Cc2ccccc2)c(=O)oc2c(C)c(OC(C)C(=O)NCC3CCC(C(=O)O)CC3)ccc12 (stereo not given)	-6%	-28%	.
COc1ccc(Cl)cc1S(=O)(=O)Nc1ccncc1	4%	-5%	2%
CC1CCC(NC(=O)c2cc(S(=O)(=O)N3CCCCC3)c[nH]2)CC1 (stereo not given)	-7%	-29%	.
Cc1ccc(NC(=O)CC(C)CC2=NS(=O)(=O)c3ccccc3N2)cc1 (stereo not given)	?	-16%	.
